Bioassay records as filed in PubChem BioAssay.
SR-BI DiI inh: inhibitors of SR-BI mediated HDL lipid uptake, primary screen, ldlA[mSR-BI] cells, fluorescence, single point; ldlA[mSR-BI] CHO cells, DiI-HDL uptake fluorescence, 3 h; 0.96% of 320,000 active; inhibition, % at 12.5 µM; Scavenger receptor class B member 1 (Mus musculus), Q61009;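 active = mean replicate inhibition of at least 70% and a set share of replicates each scoring 70 or more; inconclusive = meets just one of the two criteria; inactive = fails both criteria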;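 note: 0% = median of neutral control wells and 100% = median of positive control wells; values of inactives mirror those of a sister screen read the other way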
Target sequence (Q61009 whole entry, looked up): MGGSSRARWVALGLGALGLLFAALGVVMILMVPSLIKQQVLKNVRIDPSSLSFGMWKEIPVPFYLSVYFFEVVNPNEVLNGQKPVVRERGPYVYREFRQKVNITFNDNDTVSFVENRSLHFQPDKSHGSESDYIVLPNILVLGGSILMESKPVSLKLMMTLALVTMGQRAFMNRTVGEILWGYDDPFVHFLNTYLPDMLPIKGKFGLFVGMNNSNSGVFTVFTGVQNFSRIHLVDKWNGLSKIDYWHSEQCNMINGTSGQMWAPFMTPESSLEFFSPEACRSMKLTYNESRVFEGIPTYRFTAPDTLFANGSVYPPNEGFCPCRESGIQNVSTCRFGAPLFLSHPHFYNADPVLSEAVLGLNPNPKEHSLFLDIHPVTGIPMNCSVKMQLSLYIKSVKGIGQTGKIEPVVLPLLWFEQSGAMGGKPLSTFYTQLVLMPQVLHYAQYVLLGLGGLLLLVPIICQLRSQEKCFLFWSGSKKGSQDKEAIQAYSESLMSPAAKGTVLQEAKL
MITF act: activators of MITF-driven TRPM1 promoter reporter, primary screen, cell-based, SK-MEL-5, luciferase, single point; activation, % at 12.5 µM; SK-MEL-5 TRPM1-promoter luciferase, 24 h; % of positive control, neutral wells = 0; 0.75% of 300,000 active; AID 588334, 2011;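 active = mean activation of at least 80% with every replicate also reaching 80%; inconclusive = mean reaches 80% but some replicate falls short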;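 note: 0% = neutral control wells and 100% = parthenolide positive control wells; values of inactives mirror those of a sister screen read the other way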
CAL PDZ FP-1: CAL PDZ peptide-binding inhibitors, primary screen, biochemical, fluorescence polarization, Cer-tagged CAL PDZ, HTS. purified CAL PDZ, TMR-peptide fluorescence polarization, 1 h. inhibition, % at 20 µM. 0.02% of 330,000 active. AID 504414, 2011;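 active = highest replicate inhibition of at least 40%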;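 note: plate controls were DMSO neutral control wells for no effect and unlabeled competitor peptide control wells for full effect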
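Material: tagged CAL PDZ domain; buffer or medium: 25 mM sodium phosphate pH 7.4, 150 mM NaCl, TCEP, IgG, Thesit; compound dosing: single point, 20 µM; schedule: 1 h incubation at room temperature before polarization reading; measured by: FP readout, S and P plane fluorescence; read-out basis: percent inhibition from loss of millipolarization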
PvdQ inh: P. aeruginosa PvdQ acylase inhibitors, primary screen, biochemical, fluorescence, plate reader and imaging, single point. purified PvdQ acylase. 0.063% of 340,000 active. AID 488965, 2010. PvdQ acylase [Pseudomonas aeruginosa LESB58]. inhibition, % at 10 µM; in the data active = inhibition above about 30%, passing the limit was not always enough; inconclusive = no clear call, values can overlap the other calls;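 note: 0% = vehicle neutral wells and 100% = reference inhibitor wells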
CAL PDZ FP-2: untagged CAL PDZ binding inhibitors, primary screen, biochemical, fluorescence polarization, HTS; 0.92% of 300,000 active; AID 602252, 2012; inhibition, % at 24.9 µM; purified CAL PDZ, TMR-peptide fluorescence polarization, 1 h;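 active = mean inhibition of at least 30% with at least half of replicates also reaching 30%; inconclusive = no clear call, values can overlap the other calls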;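 note: 0% = DMSO neutral control and 100% = excess unlabeled competitor peptide PRC23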
PfHsp90 yeast 2: growth inhibition of PfHsp90-expressing yeast, primary screen, antimalarial PfHsp90 inhibitor project, S. cerevisiae, BacTiter-Glo luminescence, single point, set 2; 0.32% of 310,000 active; BacTiter-Glo ATP, 48 h; yeast lacking PDR1 and PDR3 efflux regulators; inhibition, % at 9.4 µM;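 active = every replicate shows inhibition above about 80%, whatever the replicate mean, limit read from the data; inconclusive = mean inhibition reaches the set limit but some replicate falls short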;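 note: 0% = DMSO neutral controls and 100% = 20 µM radicicol positive controls; yeast relying on Plasmodium falciparum Hsp90 in place of its own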
dFosB act: activators of delta FosB homodimer, primary screen, biochemical, fluorescence polarization, TAMRA-CDK5 oligo, single point. Protein FosB (Mus musculus), P13346. purified delta FosB; percent of positive-control signal above neutral wells. activation, % at 25 µM. 0.99% of 340,000 active. AID 493131, 2011;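 active = mean activation above about 17%, with every replicate also reaching it, limit read from the data, passing the limit was not always enough; inconclusive = only one of the two conditions met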;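 note: fluorescence polarization rise as delta FosB binds a TAMRA Cdk5 AP-1 oligo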
Target sequence (P13346 whole entry, looked up): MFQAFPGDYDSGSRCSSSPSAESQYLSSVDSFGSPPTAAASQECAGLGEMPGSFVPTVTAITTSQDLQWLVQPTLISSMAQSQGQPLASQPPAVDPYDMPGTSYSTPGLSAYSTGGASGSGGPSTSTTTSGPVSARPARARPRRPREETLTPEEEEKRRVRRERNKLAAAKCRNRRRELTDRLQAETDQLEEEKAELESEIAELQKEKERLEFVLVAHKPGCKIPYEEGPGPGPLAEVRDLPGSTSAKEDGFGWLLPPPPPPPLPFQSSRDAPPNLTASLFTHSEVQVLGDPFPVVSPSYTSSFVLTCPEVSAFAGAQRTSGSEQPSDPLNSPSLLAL
SR-BI DiI-HDL act: activators of SR-BI mediated DiI-HDL uptake, primary screen, ldlA[mSR-BI] CHO cells, DiI fluorescence | 3 h; 100 = double the neutral-control signal | activation, % at 12.5 µM | 0.096% of 320,000 active | AID 504775, 2011;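 active = mean replicate activation of at least 60% and every replicate at or above 60%; inconclusive = mean or all-replicate condition met, but not both; inactive = mean below 60% and not all replicates reaching 60%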;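 note: 0% = median plate neutral-control signal and 100% = twice that signal; values of inactives mirror those of a sister screen read the other way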
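material = CHO ldlA[mSR-BI] cells | medium = Ham's F12 with 0.5% BSA, HEPES 25 mM, pH 7.4 | reagent = fluorescent DiI-HDL, 10 µg/mL final | compound dosing = single-point compound dose | incubation = 3 h, 37 °C | measured by = bottom-read fluorescence, 550/595 nm | measure = HDL uptake via cellular fluorescence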
NSD2 HMT inh: NSD2 histone methyltransferase inhibitors, primary screen, biochemical, AlphaScreen, single concentration, set 2 | Histone-lysine N-methyltransferase NSD2 (Homo sapiens), O96028 | NSD2 peptide methylation, 120 min | inhibition, % at 12.5 µM | 0.54% of 310,000 active; in the data active = inhibition above about 50%
Rtt109 HAT inh: inhibitors of C. albicans Rtt109/Vps75 HAT, primary screen, biochemical, ThioGlo CoA-SH fluorescence, plate reader. inhibition, % at 34.9 µM. purified Rtt109/Vps75, 4 h. 0.16% of 330,000 active;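 active = inhibition of at least 50% in every replicate; inconclusive = best replicate reaches 50% inhibition but some replicates fall short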
* = called active by the depositor; ? = inconclusive; / = not tested or not shown. Not a hit list; overall some 4.3% were active at least once.

SMILES | SR-BI DiI inh | MITF act | CAL PDZ FP-1 | PvdQ inh | CAL PDZ FP-2 | PfHsp90 yeast 2 | dFosB act | SR-BI DiI-HDL act | NSD2 HMT inh | Rtt109 HAT inh
CCOC(=O)C1=C(C)Nc2ncnn2C1c1cccs1 (stereo unspecified) | -9 | / | / | 6 | -3 | / | -2 | 9 | -3 | 13
COc1ccc(C(=O)Nc2nc3ccccc3[nH]2)cc1S(=O)(=O)N1CCOCC1 | 30 | 12 | -4.5 | 13 | / | 3 | -4 | -30 | 0 | 11
CC(=O)c1cccc(NC(=O)CN(C)S(=O)(=O)c2ccc3c(c2)CCC(=O)N3)c1 | -3 | -4 | -1.4 | -6 | / | 15 | -4 | 3 | / | -3
O=C(N/C(=C/c1cccnc1)C(=O)N1CCCCCC1)c1ccccc1 | / | / | -3.5 | -6 | -3 | -34 | 5 | / | 1 | -6
O=C(COC(=O)c1ccc(O)cc1)NC1CCCCCC1 | -6 | 2 | -1.0 | -5 | -3 | 5 | 1 | 6 | / | 3
C/C(=N\O)c1ccc(N2C(=O)C3CC=C(Cl)CC3C2=O)cc1 (stereo unspecified) | 10 | ? | -1.9 | 0 | / | / | -2 | -10 | 7 | 1
CCOC(=O)c1nn(-c2ccc(Br)cc2)cc1C(=O)c1cccc2ccccc12 | 19 | 73 | -0.8 | -17 | / | / | -8 | -19 | -4 | 0
COc1cccc(NC(=O)CCC(=O)NCc2ccco2)c1 | -3 | 5 | -0.4 | -2 | -5 | 17 | 9 | 3 | -1 | -13
CCc1ccc(-n2c(Cn3nc(C(F)(F)F)cc3C)n[nH]c2=S)cc1 | 9 | 4 | / | -8 | -6 | -14 | -2 | -9 | 7 | 2
CCOc1ccccc1/C=C(\C(=O)O)c1ccc(S(=O)(=O)N2CCCCC2)s1 | -5 | -8 | -0.5 | -6 | 2 | 1 | -13 | 5 | 13 | 9
CCCC(=O)Oc1ccccc1C1SCc2cc(C)c(C)cc2CS1 | 14 | -10 | -1.3 | -14 | 1 | -15 | 1 | -14 | -2 | -1
COc1ccc(OC)c(Nc2nc(-c3sc(C)nc3C)cs2)c1 | 64 | 38 | -1.2 | -15 | 7 | 9 | -13 | -64 | -8 | 1
CC(NC(=O)c1cc2cc(F)ccc2[nH]1)c1ccccc1 (stereo unspecified) | -43 | 7 | -2.6 | 3 | 1 | -10 | -12 | 43 | -5 | -2
Cc1ccc(NC(=O)COC(=O)Cc2ccsc2)cc1S(=O)(=O)N1CCOCC1 | -38 | 2 | -1.0 | -6 | -9 | -9 | -8 | 38 | -4 | 2
Cc1ccccc1Oc1ccc2c(c1)[C@@H]1C[C@H]3[C@@H](C(=O)N1CC2)[C@H](C)ON3C | 3 | 4 | 0.4 | 8 | -7 | -14 | -13 | -3 | / | -5
COc1ccccc1N1CCN(C(=O)CSc2nc(C)c(C)c(=O)[nH]2)CC1 | -12 | -6 | -1.8 | -9 | -5 | 5 | 0 | 12 | 31 | -12
CC(=O)N1CCc2cc(S(=O)(=O)NC(CC(C)C)C(=O)N3CCCC3)ccc21 (stereo unspecified) | -24 | -7 | -0.4 | -6 | 11 | -9 | -5 | 24 | -2 | -2
Clc1ccc(-n2ncc3c(NCC4CCCO4)ncnc32)cc1 (stereo unspecified) | 0 | 50 | -3.4 | 2 | / | 3 | -13 | 0 | / | 0
CC(C)Cc1ccc(C(C)C(=O)OCC(=O)c2c[nH]c3ccccc23)cc1 (stereo unspecified) | -6 | -3 | -2.5 | -6 | -1 | -9 | -12 | 6 | / | -21
COc1cccc(NC(=S)N(CCC(C)C)C2CCN(C(C)=O)CC2)c1 | 10 | / | 0.0 | -1 | 0 | 4 | 2 | -10 | -1 | -3
O=C(CCc1ccc(O)c(O)c1)NNC(=S)NCCc1ccccc1 | -16 | 9 | -2.8 | 23 | -1 | 6 | 2 | 16 | 1 | 6
Cc1cccc(Nc2ccncc2S(=O)(=O)NC(=O)NC(C)C)c1 | -16 | -2 | -1.0 | 0 | 1 | -19 | 7 | 16 | / | 1
CCOc1cc(/C=N\NC(=O)c2ccc(C)nc2)ccc1OC(=O)c1ccc(F)cc1 | / | -7 | -6.8 | -26 | -4 | -13 | -12 | / | -3 | 3
COc1ccc(S(=O)(=O)NCc2cn3c(C)csc3n2)cc1F | -27 | / | -0.5 | -20 | / | 22 | 7 | 27 | / | -5
Cc1cc(=O)oc2cc(OCC(=O)OCC(=O)Nc3ccc(C(N)=O)cc3)ccc12 | -9 | -14 | -1.7 | -18 | -1 | -7 | -6 | 9 | 2 | -2
Cc1ccc(/C=N/Nc2ccccn2)s1 | / | 104* | -1.1 | 9 | -3 | -3 | -1 | / | 6 | 18
O=C(CN1CCN(C(=O)c2ccc(-c3nc4ccccc4s3)o2)CC1)Nc1ccccc1Cl | 10 | 52 | 0.3 | 9 | / | -30 | -12 | -10 | 3 | 2
CCOC(=O)c1[nH]cnc1C(=O)N1CCC(C)CC1 | 1 | 0 | -0.1 | 8 | 0 | -3 | 2 | -1 | / | 2
Cc1sc2nc(CC(=O)N3CCCC3)[nH]c(=O)c2c1C | -6 | 9 | -2.4 | -8 | -2 | -15 | 1 | 6 | 3 | 0
O=C(CSc1ccc(F)cc1)Nc1ccc(N2CCOCC2)cc1 | 6 | 25 | -3.1 | 6 | 3 | 14 | -2 | -6 | 2 | -3
CC(C)(C)OC(=O)NCCCCCNC(=O)c1[nH]cnc1C(=O)Nc1nccs1 | 4 | 2 | -1.0 | -7 | -1 | -2 | 1 | -4 | / | -2
O=c1cc(CNc2cc(Cl)ccc2Cl)nc2sccn12 | 30 | 17 | -1.7 | -10 | -4 | 19 | -8 | -30 | -4 | 2
CCOc1ccc(NC(=O)[C@H](C)NC(=O)C2CC(=O)N(c3ccc(OC)cc3)C2)cc1 (stereo partly specified) | -12 | 10 | -2.1 | 6 | -3 | -3 | -1 | 12 | -3 | 2
O=c1c2c(nc3cc(-c4cccc(Cl)c4)[nH]n13)CCC2 | 5 | 47 | -2.7 | -25 | / | -34 | 4 | -5 | -1 | 7
COc1ccc(CN2C(=O)CC(C(=O)NCCc3ccc(S(N)(=O)=O)cc3)SC2=Nc2ccccc2)cc1 (stereo unspecified) | 6 | 13 | -1.0 | -14 | / | 10 | 6 | -6 | 0 | -1
CCC(C)NS(=O)(=O)c1ccc(S(=O)(=O)N(CC(=O)Nc2ccccc2)Cc2ccco2)cc1 (stereo unspecified) | 40 | -8 | -0.5 | -12 | 0 | / | -4 | -40 | 28 | -4
COc1cccc(C(=O)N2N=C(c3ccccn3)CC2(O)C(F)(F)F)c1 (stereo unspecified) | -240 | / | 0.7 | -3 | -8 | 3 | 1 | 241* | -1 | 5
CC(=O)NS(=O)(=O)c1ccc(N=NN2CCCCC2)cc1 | -37 | 0 | -0.3 | -5 | -5 | 0 | 9 | 37 | -1 | 6
CCc1cccc(OCC(=O)N(C)CC(=O)Nc2cccc(F)c2)c1 | -12 | 6 | -0.5 | -12 | 1 | / | -5 | 12 | 3 | 7
Cc1nc2ccc(NC(=O)N3CCCCC3)cc2nc1C | 4 | -3 | -0.8 | -10 | -2 | 2 | -12 | -4 | 1 | -263
Cc1cccc(N2C(=O)CN(Cc3sccc3C)C2=S)c1 | 7 | -9 | -0.9 | 10 | 0 | -17 | -5 | -7 | -4 | -9
Nc1cc(C(=O)N2CCN(c3ccc([N+](=O)[O-])cc3)CC2)ccc1N1CC2CC(C1)c1cccc(=O)n1C2 (stereo unspecified) | 31 | 12 | -1.3 | -9 | 2 | 1 | -16 | / | 5 | -1
COc1ccc(Br)cc1CNCCSc1nnnn1C | -10 | 5 | 0.1 | 2 | -4 | / | -2 | 10 | -1 | 9
O=C(Nc1ccc(N2CCOCC2)cc1)C1CCCN(S(=O)(=O)c2cccc(C(F)(F)F)c2)C1 (stereo unspecified) | 23 | -8 | 1.1 | -3 | / | 10 | 2 | -23 | -1 | -23
CCOC(=O)C1CCN(C(=O)CC2(CC(=O)O)CCCC2)CC1 | -4 | 3 | 0.0 | -11 | -6 | -11 | -3 | 4 | 4 | -3
COC(=O)c1cc(NC2c3ccccc3C(=O)N2Cc2ccco2)cc(C(=O)OC)c1 (stereo unspecified) | 56 | / | -0.1 | 4 | / | -17 | 4 | -56 | / | -5
COc1ccc(/C=C/C(=O)c2ccc3c(c2)OCCO3)cc1[N+](=O)[O-] | 4 | 31 | -1.9 | 11 | 0 | 21 | -5 | -4 | -2 | 16
CC(C)OCP(=O)(c1ccccc1)c1ccccc1 | -1 | / | -2.0 | -26 | -1 | / | 1 | 1 | 0 | 13
O=C(CC1NCCc2ccccc21)Nc1ccccc1Cl (stereo unspecified) | -8 | 18 | / | -22 | -5 | -27 | 3 | 8 | 31 | -2
Cc1ccc(C)c(-c2cc(C(=O)NNC(=S)NCC(C)C)c3ccccc3n2)c1 | 22 | -9 | -1.6 | 0 | -5 | -69 | -1 | -22 | 2 | 4
CCOc1cccc(C(=O)Nc2ccc(NC(=O)c3ccccc3)c(C)c2)c1 | 65 | / | 0.0 | -2 | -5 | 7 | 10 | -65 | 2 | -2
CN1CCN(C(=O)c2cc(Cl)ccc2NC(=O)c2ccc(Cl)cc2Cl)CC1 | 15 | -2 | -1.1 | -20 | -2 | 3 | -1 | -15 | -1 | -4
CN1CCN(c2nc3c(c(=O)n(C)c(=O)n3C)n2Cc2ccc(F)cc2)CC1 | / | -2 | -0.8 | -5 | / | 0 | -3 | / | 16 | -3
